Wnt bcat act = activates Wnt/beta-catenin signaling in a reporter cell assay | activation, % at 9.35 µM | 1.2% of 300,000 active | AID 743398 | activator, plate reader; in the data active = activation above about 30%, passing the limit was not always enough;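 also: 0% = neutral control wells and 100% = positive control wells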
PfHsp90 set2 = inhibits growth of yeast expressing Plasmodium falciparum Hsp90; S. cerevisiae expressing PfHsp90, BacTiter-Glo ATP, 48 h; yeast lacking PDR1 and PDR3 efflux regulators; inhibition, % at 9.4 µM; 0.32% of 310,000 active; AID 504621;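 active = every replicate shows inhibition above about 80%, whatever the replicate mean, limit read from the data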;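 also: 0% = DMSO neutral controls and 100% = 20 µM radicicol positive controls; yeast relying on Plasmodium falciparum Hsp90 in place of its own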
Tat transport = E. coli Tat transport inhibition. 0.036% of 340,000 active. inhibition, % at 10 µM. E. coli MC4100 TorA-mCherry Tat export, fluorescence;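 active = mean replicate inhibition at least 50% and at least half of replicates individually reaching 50%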;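 also: exported cargo escapes ClpAP degradation while cytoplasmic cargo is degraded and loses fluorescence; 0% = median of neutral control wells and 100% = median of NaSCN control wells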
AddAB inh = less growth of phage-infected E. coli with AddAB. AID 435030. inhibition, % at 11.9 µM. 0.29% of 330,000 active. E. coli expressing H. pylori AddAB, absorbance growth; in the data active = inhibition above about 12%;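 also: 0% = vehicle wells of infected cells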
DAGLB inhibitor = blocks human DAGLB lipase activity | 0.059% of 340,000 active | Q8NCG7 | HEK293T DAGLB membrane lysate, EnzChek fluorogenic substrate | inhibition, % at 5.17 µM; in the data active = inhibition above about 34%;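 also: 0% = enzyme with vehicle and 100% = wells lacking enzyme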
Target sequence (Q8NCG7 whole entry, looked up): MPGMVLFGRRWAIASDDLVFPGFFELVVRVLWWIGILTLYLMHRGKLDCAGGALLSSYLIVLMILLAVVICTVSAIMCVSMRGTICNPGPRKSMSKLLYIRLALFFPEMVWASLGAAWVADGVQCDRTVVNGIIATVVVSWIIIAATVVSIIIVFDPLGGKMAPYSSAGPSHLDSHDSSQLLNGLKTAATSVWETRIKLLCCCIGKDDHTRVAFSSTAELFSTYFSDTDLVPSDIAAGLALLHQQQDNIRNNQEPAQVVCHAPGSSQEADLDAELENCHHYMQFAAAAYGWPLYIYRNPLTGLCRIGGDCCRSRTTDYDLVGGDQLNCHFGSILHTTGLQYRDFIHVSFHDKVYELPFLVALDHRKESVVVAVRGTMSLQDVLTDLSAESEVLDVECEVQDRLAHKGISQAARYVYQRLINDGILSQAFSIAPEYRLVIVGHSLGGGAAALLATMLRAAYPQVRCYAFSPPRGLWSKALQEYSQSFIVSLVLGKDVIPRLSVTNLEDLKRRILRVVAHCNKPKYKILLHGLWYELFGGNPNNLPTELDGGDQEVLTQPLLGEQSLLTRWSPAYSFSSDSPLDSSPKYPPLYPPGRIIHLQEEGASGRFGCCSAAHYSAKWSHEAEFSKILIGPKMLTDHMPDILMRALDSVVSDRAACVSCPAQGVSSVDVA
Ecoli viability = bacterial growth inhibition, counter-screen for AddAB inhibitors; AID 449728; E. coli V3065 growth, OD600 absorbance, 18 h; inhibition, % at 11.9 µM; 0.27% of 330,000 active;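 active = inhibition above the campaign's mean inhibition across all tested compounds plus 3 SD, cut at about 9.9% in these data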;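 also: uninfected addAB+ strain grown without phage in ampicillin broth; 0% = DMSO wells and 100% = ciprofloxacin 0.95 µg/ml wells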
PvdQ acylase = P. aeruginosa PvdQ acylase inhibition | purified PvdQ acylase, fluorescence plate reader | inhibition, % at 10 µM | 0.063% of 340,000 active | AID 488965; in the data active = inhibition above about 30%, passing the limit was not always enough;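 also: 0% = vehicle neutral wells and 100% = reference inhibitor wells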
Rtt109 Vps75 = blocks Candida albicans Rtt109/Vps75 acetyltransferase activity | purified Rtt109/Vps75, ThioGlo CoA-SH fluorescence, 4 h | 0.16% of 330,000 active | Q5AAJ8 | inhibition, % at 34.9 µM | AID 540336;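 active = inhibition of at least 50% in every replicate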
Target sequence (Q5AAJ8 whole entry, looked up): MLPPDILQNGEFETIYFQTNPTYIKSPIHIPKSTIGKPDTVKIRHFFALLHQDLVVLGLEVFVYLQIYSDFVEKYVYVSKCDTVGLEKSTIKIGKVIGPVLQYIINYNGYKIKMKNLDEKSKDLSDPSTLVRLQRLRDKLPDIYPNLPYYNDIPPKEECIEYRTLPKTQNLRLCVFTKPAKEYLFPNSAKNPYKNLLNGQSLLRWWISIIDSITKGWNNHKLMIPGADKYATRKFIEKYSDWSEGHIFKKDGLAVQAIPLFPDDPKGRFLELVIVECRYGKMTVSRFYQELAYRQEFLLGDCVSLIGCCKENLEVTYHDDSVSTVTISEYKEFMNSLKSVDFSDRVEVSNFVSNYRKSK
phage Ecoli inh = E. coli growth loss with phage present; 0.26% of 360,000 active; inhibition, % at 11.9 µM; growth absorbance; AID 651602; in the data active = inhibition above about 11%
CAL PDZ inh = human CAL PDZ-peptide interaction inhibition; Q9HD26; purified CAL PDZ, TMR-peptide fluorescence polarization, 1 h; inhibition, % at 20 µM; 0.02% of 330,000 active;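 active = highest replicate inhibition of at least 40%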;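 also: plate controls were DMSO neutral control wells for no effect and unlabeled competitor peptide control wells for full effect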
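Read-out basis: mP drop reported as inhibition | Assay system: Tagged CAL PDZ protein CerCALP, purified | Benchmarks: Unlabelled peptide for full inhibition, DMSO wells as neutral | Schedule: 1 h incubation at room temperature before polarization reading | Buffer or medium: Sodium phosphate/NaCl buffer pH 7.4 with TCEP, IgG, Thesit | Doses: Single point, 20 µM | Measured by: Fluorescence polarization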
Numbers without * were called inactive; x = not tested or not shown.

SMILES	Wnt bcat act	PfHsp90 set2	Tat transport	AddAB inh	DAGLB inhibitor	Ecoli viability	PvdQ acylase	Rtt109 Vps75	phage Ecoli inh	CAL PDZ inh
COc1ccc(-c2nc(N3CCOCC3)nc3n[nH]c(N)c23)cc1	3	5	1	2.4	4	1.6	-14	1	-0.2	-3.5
O=C(OCC(=O)N1CCCCC1)c1cc(NS(=O)(=O)c2ccc(Cl)c([N+](=O)[O-])c2)ccc1O	1	7	-12	0.4	1	1.4	-6	-1	2.5	-1.0
Cc1cc(C)c2oc(-c3ccc(Cl)c(NC(=O)c4ccc(C#N)cc4F)c3)nc2c1	2	-26	1	2.6	1	2.4	-6	-6	2.8	-1.9
Cn1c(C(=O)N2CCN(c3cccc(C(F)(F)F)c3)CC2)cc2sccc21	x	x	15	-0.6	-3	-2.7	-14	5	2.5	-2.2
O=C(CCl)Nc1ccccc1C(=O)c1ccccc1	0	-14	-5	3.9	-2	-0.5	6	10	3.5	-1.2
O=C1OC(Nc2cc(Br)cc3cccnc23)c2ccccc21 (stereo unspecified)	4	-13	-8	8.2	0	-0.8	5	-6	4.8	0.2
CCN(C(=O)COC(=O)c1cc(OC)c(OC)cc1[N+](=O)[O-])C1CCS(=O)(=O)C1 (stereo unspecified)	-2	-7	-5	2.4	1	3.1	-6	1	5.7	0.6
COCCN(CCOC)c1ncc(Cl)c(C(=O)c2c(C)cc3ccccn23)n1	x	3	5	2.2	-2	0.4	-1	x	1.4	-2.4
Nc1ccc(C#Cc2ccc3oc4ccccc4c(=O)c3c2)cc1	20	15	0	3.5	1	0.3	-20	13	1.0	-2.8
Nc1nc(CN2CCc3ccccc3C2)nc(Nc2ccccc2)n1	0	5	-3	-1.0	3	-1.6	3	8	-2.1	-2.8
CCC(=O)n1nc(-c2ccco2)nc1SCc1ccccc1	11	-16	7	1.7	0	0.4	-12	2	2.3	x
O=C(Nc1cccc(S(=O)(=O)NC2=NCCC2)c1)c1ccc(F)cc1F	-1	11	1	0.7	-2	0.8	-3	10	1.8	-1.4
CCN1CCN(c2ccc(S(=O)(=O)N3CCCCC3)cc2NC(=O)/C=C/c2ccc(OC(F)F)cc2)CC1	5	2	3	1.3	-1	0.3	7	-4	3.0	-6.8
COC(=O)c1cc2nc(-c3ccc(OC)c(OC)c3)cc(C(F)(F)F)n2n1	-2	7	0	3.0	-3	-0.9	7	-6	1.7	-0.2
COC(=O)[C@@]1(C)[C@H]2C(=O)N(Cc3ccccc3)C(=O)[C@H]2[C@H]2CN=C(SCc3ccc(C)cc3)N21	0	-1	0	1.1	-2	1.8	-13	-2	2.9	0.6
N/C(=N\C(=S)Nc1ccccc1)c1ccccc1	42*	-29	8	2.0	-2	-1.2	-15	0	4.9	x
Cc1cccc(NC(=O)Cn2cnc3ccc(S(=O)(=O)N4CCC(C)CC4)cc3c2=O)n1	x	0	1	-2.6	-9	-2.4	-15	6	1.3	-0.7
O=C(CSc1nnc(CNC(=O)c2c(F)cccc2F)o1)Nc1ccc2c(c1)OCCO2	1	-12	0	-0.7	-1	2.1	-1	3	2.2	-0.9
CNC(=S)N(Cc1ccccc1)Cc1cccnc1	0	6	-1	-0.2	-3	-1.6	-1	2	2.1	0.2
Cc1nc(CS(=O)(=O)c2ccccn2)sc1C(=O)NNC(=O)c1ccccc1	1	-20	-5	-0.9	2	1.7	-7	-2	-1.6	-1.0
C/C(CCC(C)C)=N\NS(=O)(=O)c1ccc(C)c([N+](=O)[O-])c1	1	-11	-1	1.8	1	1.4	-5	1	2.9	-0.3
Fc1cccc(C2CC(c3cccc(Br)c3)Nc3nnnn32)c1 (stereo unspecified)	x	-41	4	3.9	-1	1.0	-13	13	2.8	-2.1
CCOC(=O)c1ccccc1NC(=O)COC(=O)CCCOc1ccccc1	2	2	11	2.4	-11	-0.9	5	x	2.9	-1.9
O=C1c2ccccc2-c2n[nH]c(=O)c3ccc(N4CCCCC4)c1c23	-16	-71	1	2.5	20	2.1	-9	0	4.5	-1.9
CCN(CC)S(=O)(=O)c1ccc(N2CCCCC2)c(NC(=O)/C(C#N)=C/c2ccc(OC)cc2)c1	x	-5	-4	2.7	-7	0.9	-8	1	1.5	0.3

Part of the list above, with two lines to a compound.
Sequence of screens – Wnt bcat act, PfHsp90 set2, Tat transport, AddAB inh, DAGLB inhibitor, Ecoli viability, PvdQ acylase, Rtt109 Vps75, phage Ecoli inh, CAL PDZ inh
COc1ccc(-c2nc(N3CCOCC3)nc3n[nH]c(N)c23)cc1
 : 3, 5, 1, 2.4, 4, 1.6, -14, 1, -0.2, -3.5
O=C(OCC(=O)N1CCCCC1)c1cc(NS(=O)(=O)c2ccc(Cl)c([N+](=O)[O-])c2)ccc1O
 : 1, 7, -12, 0.4, 1, 1.4, -6, -1, 2.5, -1.0
Cc1cc(C)c2oc(-c3ccc(Cl)c(NC(=O)c4ccc(C#N)cc4F)c3)nc2c1
 : 2, -26, 1, 2.6, 1, 2.4, -6, -6, 2.8, -1.9
Cn1c(C(=O)N2CCN(c3cccc(C(F)(F)F)c3)CC2)cc2sccc21
 : x, x, 15, -0.6, -3, -2.7, -14, 5, 2.5, -2.2
O=C(CCl)Nc1ccccc1C(=O)c1ccccc1
 : 0, -14, -5, 3.9, -2, -0.5, 6, 10, 3.5, -1.2
O=C1OC(Nc2cc(Br)cc3cccnc23)c2ccccc21 (stereo unspecified)
 : 4, -13, -8, 8.2, 0, -0.8, 5, -6, 4.8, 0.2
CCN(C(=O)COC(=O)c1cc(OC)c(OC)cc1[N+](=O)[O-])C1CCS(=O)(=O)C1 (stereo unspecified)
 : -2, -7, -5, 2.4, 1, 3.1, -6, 1, 5.7, 0.6
COCCN(CCOC)c1ncc(Cl)c(C(=O)c2c(C)cc3ccccn23)n1
 : x, 3, 5, 2.2, -2, 0.4, -1, x, 1.4, -2.4
Nc1ccc(C#Cc2ccc3oc4ccccc4c(=O)c3c2)cc1
 : 20, 15, 0, 3.5, 1, 0.3, -20, 13, 1.0, -2.8
Nc1nc(CN2CCc3ccccc3C2)nc(Nc2ccccc2)n1
 : 0, 5, -3, -1.0, 3, -1.6, 3, 8, -2.1, -2.8
CCC(=O)n1nc(-c2ccco2)nc1SCc1ccccc1
 : 11, -16, 7, 1.7, 0, 0.4, -12, 2, 2.3, x
O=C(Nc1cccc(S(=O)(=O)NC2=NCCC2)c1)c1ccc(F)cc1F
 : -1, 11, 1, 0.7, -2, 0.8, -3, 10, 1.8, -1.4
CCN1CCN(c2ccc(S(=O)(=O)N3CCCCC3)cc2NC(=O)/C=C/c2ccc(OC(F)F)cc2)CC1
 : 5, 2, 3, 1.3, -1, 0.3, 7, -4, 3.0, -6.8
COC(=O)c1cc2nc(-c3ccc(OC)c(OC)c3)cc(C(F)(F)F)n2n1
 : -2, 7, 0, 3.0, -3, -0.9, 7, -6, 1.7, -0.2
COC(=O)[C@@]1(C)[C@H]2C(=O)N(Cc3ccccc3)C(=O)[C@H]2[C@H]2CN=C(SCc3ccc(C)cc3)N21
 : 0, -1, 0, 1.1, -2, 1.8, -13, -2, 2.9, 0.6

The list goes on.
SMILES	Wnt bcat act	PfHsp90 set2	Tat transport	AddAB inh	DAGLB inhibitor	Ecoli viability	PvdQ acylase	Rtt109 Vps75	phage Ecoli inh	CAL PDZ inh
COc1ccc(CNc2nc3ccccc3n2CCN2CCCCC2)c(OC)c1	-9	-7	5	1.8	-3	0.3	-1	15	0.6	-0.2
COc1cccc(/C=N/n2c(SC)nnc2-c2ccccc2)c1O	x	-24	-6	0.2	3	2.4	-4	0	3.7	-3.7
CCOc1ccc(CN(C(=O)c2cc3ccccc3oc2=O)C2CC2)cc1	x	-33	-13	3.9	-3	0.0	-8	-2	2.4	-1.4
Cc1cnnc2c1-c1no[n+]([O-])c1CC2	x	x	-6	-0.3	-5	3.8	0	8	1.9	-0.9
COc1ccc(C(=O)N2CCCC(C(=O)O)C2)c2ccccc12 (stereo unspecified)	-7	17	2	0.5	0	0.1	-14	2	2.1	-2.6
O=C(CN1CCN(c2ccccc2F)CC1)c1c[nH]c2ccccc12	x	-6	2	2.5	-3	-0.7	-15	4	3.0	-2.7
CCCCn1c(N)c(N(CCOC)C(=O)CCNC(=O)c2ccc(Cl)cc2)c(=O)[nH]c1=O	0	x	-1	0.3	-1	4.4	-9	-15	3.4	-1.7
CCn1c(SCc2ccc(C#N)cc2)nnc1-c1ccc(S(=O)(=O)N2CCCCC2)cc1	-8	18	-3	-0.2	1	-1.9	-10	-16	1.2	-2.3
Cc1ccc(C)c(NS(=O)(=O)c2ccc3[nH]c(=O)[nH]c3c2)c1	3	-6	-3	1.7	1	-0.4	-11	1	3.0	-2.4
CC(C)CN(C(=O)COC(=O)C12CC3CC(CC(C3)C1)C2)c1c(N)n(Cc2ccccc2)c(=O)[nH]c1=O	-1	11	-16	4.3	1	1.2	-10	17	7.5	-0.3
O=C(Cn1cnc2ccccc21)N/N=C/c1ccccn1	-1	17	10	3.7	3	1.4	-6	-10	2.1	-0.2
O=C(CSc1nnnn1-c1ccc(C(=O)O)cc1)NC1CCCCC1	1	-8	-9	-0.7	1	-2.5	-13	-5	-1.3	-0.2
Cc1cc(C)c(C)c(S(=O)(=O)N(C)C2CCN(C)CC2)c1C	-3	17	-2	-3.0	-1	-3.1	3	12	1.3	-2.0
Cc1cc(C)cc(NC(=O)CSc2nc3[nH]c(=O)cc(O)c3s2)c1	0	2	2	3.5	9	1.4	-2	-10	1.3	-1.6
CCOc1ccc(-c2nnn(CC(=O)Nc3ccccc3OC)n2)cc1OCC	-22	-19	7	0.1	-2	-0.7	-12	4	3.3	-1.3
CCOC(=O)/C(C#N)=C1/SC(CC)C(=O)N1c1ccc(Br)cc1 (stereo unspecified)	x	-44	-1	1.1	-3	-0.7	-18	0	0.8	-1.0
COc1ccccc1-c1c(C)nn2c(N3CCCCCC3)cc(C)nc12	-9	11	1	-0.4	0	0.5	-8	4	1.3	-0.9
CC12CCC(C/C1=N/NC(=O)Nc1ccccc1)C2(C)C (stereo unspecified)	0	-16	-14	-0.2	-5	0.5	0	10	2.9	-1.4
O=C(NC1CCCCC1)C(c1ccc(O)c(O)c1)N(C(=O)Cn1nnc2ccccc21)c1cccc(O)c1 (stereo unspecified)	-6	27	-4	-1.6	5	0.6	-6	2	3.1	0.2
